From PubChem
M. tuberculosis: growth inhibition of non-replicating M. tuberculosis (AID 488890). one-dose inhibition, % at 25 µM; IC50 in µM for titrated hits. actives 0.39% (n = 320,000). Mycobacterium tuberculosis non-replicating, growth inhibition; higher % means a stronger effect; in the data active = a potency from the dose series; inconclusive = inhibition mostly from about 82% at the one dose, without a potency; inactive = the rest, 99 in 100 with inhibition below about 76%;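 note: plate controls were DMSO cells for no effect and high antibiotic wells for full effect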
H37Rv inhibition: M. tuberculosis growth inhibition, HTS (AID 449762) | M. tuberculosis H37Rv growth inhibition, 7H9 media; higher % means a stronger effect | one-dose inhibition, % at 25 µM; IC50 in µM for titrated hits | actives 0.59% (n = 330,000); in the data active = a potency from the dose series; inconclusive = inhibition above about 70% without an active follow-up result;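 note: bacterial growth assessed after seven days of incubation; strong numbers were not always called active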
inhibitors of VEEV: inhibitors of VEEV TC-83 cytopathic effect, confirmation, Vero cells (AID 588727); Vero cells, VEEV TC-83 cytopathic effect inhibition; higher % means a stronger effect; one-dose inhibition, % at 20 µM; IC50 in µM for titrated hits; actives 0.13% (n = 350,000); in the data active = a potency from the dose series; inconclusive = inhibition mostly from about 14% at the one dose, without a potency; inactive = the rest, 99 in 100 with inhibition below about 12%; note: strong numbers were not always called active
influenza NS1A: NS1A inhibition, H1N1 influenza, cell based functional assay (AID 504329); NS1A functional cell-based assay, percent inhibition; higher % means a stronger effect; inhibition, % at 12.5 µM; hits with a dose series show IC50 in µM; actives 0.3% (n = 340,000); in the data active = a potency from the dose series; inconclusive = inhibition above about 27% without an active follow-up result; note: strong numbers were not always called active
Salmonella PhoP GFP: PhoP regulon inhibitors, Salmonella typhi PhoP promoter GFP reporter, confirmatory (AID 1850) | Salmonella Typhi PhoP-promoter GFP reporter, fluorescence, 4 h; higher % means a stronger effect | actives 0.33% (n = 310,000) | one-dose inhibition, % at 50 µM; IC50 in µM for titrated hits; in the data active = a potency from the dose series; inconclusive = inhibition mostly from about 25% at the one dose, without a potency; inactive = the rest, 99 in 100 with inhibition below about 19%;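 note: 0% = induced wells with vehicle and 100% = uninduced wells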
inhibitors of VEEV 10K pilot screen: second read-out of inhibitors of VEEV, no call of its own (marks repeat the call); inhibition, %; measured here: 10K pilot screen inhibition
An asterisk follows results filed as active; i = inactive; ? = inconclusive; nt = no result given.

SMILES	M. tuberculosis	H37Rv inhibition	inhibitors of VEEV	influenza NS1A	Salmonella PhoP GFP	others
c1ccc2c(c1)OCC(c1nn3cnnc3s1)O2 (stereo not drawn)	2%	-5%	1.6%	-21%	-12%
C=C(C(=O)c1ccccc1)C(NC(C)(C)C)c1ccccc1 (stereo not drawn)	nt	nt	i	-22%	nt
COC(=O)CC(NC(=O)C1CC1)c1ccc2c(c1)OCO2 (stereo not drawn)	-4%	1%	1.4%	-9%	3%
COc1ccc(NC(=O)/C(C#N)=C/c2ccc(OCCN3CCOCC3)c(OC)c2)c(OC)c1	0%	-2%	9.1%	17%	-6%
O=C(COC(=O)c1cccnc1Nc1ccccc1F)NCCN1C(=O)CSC1=O	-9%	-6%	0.2%	-1%	3%
CCN1C(=O)/C(=C2/Sc3ccc(OC)cc3N2C)SC1=Nc1cccc(O)c1	20%	11%	1.7%	4%	4%
CCN(CCCNC(=O)CNC(=O)Cn1cnc2ccccc2c1=O)c1ccccc1	-7%	-2%	0.5%	3%	2%
CCOC(=O)c1sc(=S)n(-c2cc(OC)ccc2OC)c1N	48%	60%	5.7%	0%	-5%
CCc1ccc(NCCC(=O)c2ccc(Cl)cc2)cc1	?	6%	0.9%	6%	1%
O=C(Cc1cccs1)NCCCc1ccccc1	29%	2%	0.7%	-5%	1%
CCOC(=O)c1ccc(N2C(=O)CC(N3CCC(C(N)=O)(N4CCCCC4)CC3)C2=O)cc1 (stereo not drawn)	0%	2%	0.4%	-5%	-8%
Cc1cc(C)cc(Nc2ncc3c(n2)CC(c2ccco2)CC3=O)c1 (stereo not drawn)	37%	7%	8.6%	12%	-12%
COc1ccc(-c2cc(=O)oc3cc(OCC(=O)NCCCn4ccnc4)ccc23)cc1	39%	-8%	5.7%	-4%	1%
Cc1cc(C=O)c2c(c1)C=CC1(Oc3ccccc3C(=O)N1C)O2 (stereo not drawn)	45%	55%	nt	nt	0%
COc1cc(C(O)P(=O)(OCC(C)C)c2ccc(N(C)C)cc2)cc(OC)c1OC (stereo not drawn)	-1%	-6%	i	0%	3%
CC(C)COc1ccc(C(=O)N/C(=C/c2cccc([N+](=O)[O-])c2)C(=O)O)cc1	11%	-2%	3.6%	-16%	-3%
Cc1ccc(S(=O)(=O)N(C)c2nonc2C)cc1	-4%	-7%	i	-2%	-11%
Cc1nc(NC(=O)CCl)sc1C(=O)N(C)C	20%	3%	?	2%	-4%
O=C(CNC(=O)c1ccccc1)OC1CCCCC1	82%	3%	1.1%	-7%	-8%
CC(=O)c1sc(NC(=O)CCS(=O)(=O)c2ccc(C)cc2)nc1C	?	48%	?	-13%	-1%
O=C(CS(=O)c1ccc(F)cc1)Nc1ccccc1Cl (stereo not drawn)	1%	-3%	1.8%	0%	-6%
Cc1ccc(S(=O)(=O)N2C(=O)CCC2C(=O)N2CCN(C)CC2)cc1 (stereo not drawn)	-6%	-15%	3.4%	-5%	-9%
Cc1ccc(S(=O)(=O)SCCCSS(=O)(=O)c2ccc(C)cc2)cc1	nt	nt	4.0%	-4%	nt
CC1CCN(CC(O)COC2CC(C)CCC2C(C)C)CC1 (stereo not drawn)	10%	-1%	1.0%	-8%	1%
COc1ccc(/C(C)=N/Nc2nc3ccccc3nc2C)cc1OC	nt	?	5.9%	11%	3%
COc1ccc(C)cc1N(CC(=O)NCCSCc1cccc(Cl)c1)S(C)(=O)=O	0%	6%	5.0%	-2%	2%
Cc1onc(-c2c(Cl)cccc2Cl)c1NC(=O)N1CCSCC1	-8%	1%	i	4%	1%
C=CCn1c(O)c(N=Nc2ccccc2O)c2ccccc21	-1%	6.1µM*	2.3%	13%	nt
O=C1OC(/C(=C\NCc2ccccc2)[N+](=O)[O-])c2ccccc21 (stereo not drawn)	-6%	29%	0.3%	nt	1%
COc1cc(S(=O)(=O)N2CCOCC2)ccc1NC(=O)COC(=O)CC12CC3CC(CC(C3)C1)C2	18%	-4%	1.6%	1%	-8%
COC(=O)CS(=O)(=O)c1ccc(C)cc1	-4%	-1%	1.5%	-2%	-2%
Cc1cc(C)nc(N/N=C/c2c[nH]c3ccccc23)n1	7%	-3%	4.3%	0%	3%
CC(=O)N1CCC(N(CCN2CCOCC2)C(=S)Nc2c(C)cccc2C)CC1	-18%	-2%	2.2%	-10%	-6%
O=C(NNC(=O)c1cc2ccccc2o1)c1ccc(F)cc1	nt	nt	3.6%	-1%	nt
O=C(COc1cccc2c1CCN(Cc1ccccc1F)C2=O)N1CCCCC1	11%	0%	3.0%	-2%	2%
CCOc1ccc(CC2C(=O)NC(=O)N(c3ccc(CC)cc3)C2=O)cc1 (stereo not drawn)	15%	8%	0.5%	-3%	-6%
CCCNC(=O)C1(CC2CC(c3ccccc3)=NO2)CCN(C(=O)c2cc(OCC)c(OCC)c(OCC)c2)CC1 (stereo not drawn)	27%	19%	1.4%	0%	3%
CN(C)c1ncccc1-c1nc2ccccc2s1	-4%	23%	i	1%	8%
Cc1ccccc1CSc1nnc([C@@H]2CCCN2)o1	56%	1%	0.1%	-12%	11%
O=C(NCC(O)c1ccc([N+](=O)[O-])cc1)C1CCCCC1 (stereo not drawn)	-6%	0%	0.8%	0%	2%

Reprinted at random: 4 compounds from above
SMILES	M. tuberculosis	H37Rv inhibition	inhibitors of VEEV	influenza NS1A	Salmonella PhoP GFP	others
Cc1ccccc1CSc1nnc([C@@H]2CCCN2)o1	56%	1%	0.1%	-12%	11%
O=C(NNC(=O)c1cc2ccccc2o1)c1ccc(F)cc1	nt	nt	3.6%	-1%	nt
CC(=O)N1CCC(N(CCN2CCOCC2)C(=S)Nc2c(C)cccc2C)CC1	-18%	-2%	2.2%	-10%	-6%
CCCNC(=O)C1(CC2CC(c3ccccc3)=NO2)CCN(C(=O)c2cc(OCC)c(OCC)c(OCC)c2)CC1 (stereo not drawn)	27%	19%	1.4%	0%	3%

Next structures follow:
SMILES	M. tuberculosis	H37Rv inhibition	inhibitors of VEEV	influenza NS1A	Salmonella PhoP GFP	others
Cc1c(OC(C)C(=O)NCCCN2CCOCC2)ccc2c3c(c(=O)oc12)CCC3 (stereo not drawn)	7%	-4%	0.4%	0%	7%
COc1ccc2c(c1OC)CN(C)CCc1cc3c(cc1C(O)C2)OCO3 (stereo not drawn)	6%	-5%	0.2%	-20%	17%
COc1ccccc1C1C2=C(COC2=O)Nc2cc3c(cc21)OCO3 (stereo not drawn)	36%	-20%	0.4%	5%	3%
CCOc1ccc(N(CC(=O)Nc2ccc(OC)cc2)S(=O)(=O)c2c(C)[nH]c(=O)[nH]c2=O)cc1	14%	-8%	2.7%	-15%	-6%
CN1CCN(C(=O)CN2C(=O)NC(C)(c3ccc4ccccc4c3)C2=O)CC1 (stereo not drawn)	20%	-2%	1.8%	-18%	nt
COC(=O)c1cc(OC)c(OC)cc1NC(=O)C1CCCO1 (stereo not drawn)	4%	-8%	1.5%	1%	-3%
O=C(Nc1cccc(F)c1)C1CCN(C(=O)c2ccc(Br)cc2)CC1	8%	0%	i	3%	4%
COc1ccc2nc(NCCCO)[nH]c2c1	6%	3%	1.4%	-1%	-10%
Cc1cc(C)n(CCCNC(=O)CCNS(=O)(=O)c2ccccc2C(F)(F)F)n1	-4%	-9%	2.0%	-3%	2%
N#Cc1cccc(C#N)c1Oc1ccc(S(=O)(=O)Nc2ccccc2)cc1	9%	-5%	3.4%	nt	2%
Cc1cc(NC(=O)CSc2nnc3c4c(C)c(C)sc4ncn23)no1	41%	-7%	1.1%	-9%	-5%
O=C(NC(=S)N1CCN(c2ccc(F)cc2)CC1)c1cccs1	?	?	0.3%	1%	3%
O=C(c1cc(-c2ccc(Br)cc2)on1)N1CCOCC1	46%	-1%	0.3%	-6%	0%
COc1ccc(C(=O)N(Cc2ccco2)C(C(=O)NC2CCCC2)c2ccc(O)cc2)cc1OC (stereo not drawn)	6%	-4%	8.7%	-17%	-4%
COc1ccc(CN(CCCN2CCOCC2)C(=O)Nc2cccc(Cl)c2)cc1OC	10%	-9%	i	9%	-3%	inhibitors of VEEV 10K pilot screen=0.0
O=C(Nc1ccc(NC(=O)C23CC4CC(CC(C4)C2)C3)cn1)c1ccco1	-5%	-6%	3.0%	5%	-8%
NC(=O)C1CCN(Cc2ccc(OCc3ccccc3)cc2)CC1	-9%	9%	0.6%	-6%	4%
c1ccc(COc2ccc(OCCCNC3CCCC3)cc2)cc1	67%	-5%	3.3%	5%	7%
COc1ccc(-c2cc(=O)oc3cc(OCC(=O)Nc4ccc(CCO)cc4)ccc23)cc1	6%	1%	0.2%	9%	8%
O=C(Cn1nc(Cc2cccnc2)c2ccccc2c1=O)Nc1ccccc1F	3%	-9%	i	0%	0%
COc1ccc(NC(=O)CCCNC(=O)c2ccc(Cl)cc2)cc1S(=O)(=O)N1CCOCC1	nt	nt	1.2%	-2%	nt
CC[C@@]12C(=O)N(c3cccc(F)c3)C(=O)N1[C@H](c1ccc(Br)cc1)[C@@H]1C(=O)N(C(C)(C)C)C(=O)[C@@H]12	49%	9%	i	-2%	-9%
Cn1c2c(c3ccccc31)CCN(CCCCN1CCN(c3ccccc3)CC1)C2=O	nt	nt	i	20%	nt
CCOC(=O)CC1C(=O)NCCN1S(=O)(=O)c1ccc(Br)cc1 (stereo not drawn)	0%	-1%	1.0%	-4%	-12%
C=CCn1c(O)c(C(C)=Nc2cccc(C(=O)O)c2)c(=O)[nH]c1=O	10%	-2%	i	-12%	1%
O=C(Cc1ccc([N+](=O)[O-])cc1)NC1CCCCCC1	40%	2%	0.7%	-7%	-3%
CCOC(=O)c1sc(NC(=O)COC(=O)c2ccco2)nc1C	-4%	0%	i	20%	0%
COc1ccc(-c2coc3cc(OC)ccc3c2=O)cc1	nt	nt	i	7%	nt
Cc1[nH]nc(-c2ccc(O)cc2O)c1Oc1ccccc1	-2%	15%	i	-18%	17%
Cc1cccc(NC(=O)Cn2cnc3c(oc4ccccc43)c2=O)c1C	6%	7%	i	-7%	9%

Next part; the last 3 above are carried over.
SMILES	M. tuberculosis	H37Rv inhibition	inhibitors of VEEV	influenza NS1A	Salmonella PhoP GFP	others
COc1ccc(-c2coc3cc(OC)ccc3c2=O)cc1	nt	nt	i	7%	nt
Cc1[nH]nc(-c2ccc(O)cc2O)c1Oc1ccccc1	-2%	15%	i	-18%	17%
Cc1cccc(NC(=O)Cn2cnc3c(oc4ccccc43)c2=O)c1C	6%	7%	i	-7%	9%
Brc1ccc(OCc2nc(-c3ccccn3)n[nH]2)cc1	?	-9%	12%	9%	-7%
CN(CCOCCOc1ccc(Cl)cc1Br)Cc1ccccc1	?	43%	3.7%	9%	10%
COc1ccc(Cl)cc1NC(=O)CN(C)C(=O)c1cc2c(F)cccc2s1	22%	1%	4.9%	1%	nt
CN(c1ccccc1)S(=O)(=O)c1ccc(Cl)c(C(=O)NCc2ccco2)c1	22%	7%	i	2%	nt
O=c1[nH]cnc2c1oc1ccccc12	0%	-4%	5.5%	3%	-8%
COC(=O)c1ccc(NC(=O)CN2CCN(S(=O)(=O)c3cc(Cl)ccc3OC)CC2)cc1	nt	1%	3.9%	1%	3%
N/C(Cc1cccc2ccccc12)=N\OC(=O)COc1ccccc1	30%	0%	1.3%	-1%	11%
Cc1ccnc(NC(=O)c2ccccc2NC(=O)C(C)(C)C)c1	8%	1%	i	0%	2%
CC12CC[C@H]3[C@@H](CCC4(O)C[C@H](O)CCC34/C=N/NC(=O)c3ccccc3Cl)C1(O)CCC2C1=CC(=O)OC1 (stereo partly drawn)	-2%	-10%	2.5%	15%	2%
CCN(CC)c1ccc(N=Cc2c(O)n(-c3ccccc3C)c(=O)[nH]c2=O)cc1	55%	4%	0.9%	1%	21%
Cc1ccc(NS(=O)(=O)c2ccc3c(c2)NC(=O)CCS3)cc1F	20%	3%	2.1%	7%	2%
CCCn1c(OC)nc2c1c(=O)n(C)c(=O)n2C	nt	-8%	1.0%	3%	2%
CCOC(=O)[C@H]1[C@H]2COc3cc(OC)ccc3[C@@H]2N2C(=O)c3cc(F)ccc3NC(=O)[C@@]12C	13%	1%	0.8%	7%	-1%
O=C(O)c1ccc(C(=O)O)c(C(=O)c2ccccc2)c1	-3%	-3%	4.2%	1%	2%
CCCCC(=O)Nc1cccc(NC(=O)c2cccc([N+](=O)[O-])c2)c1	4%	9%	1.1%	-9%	-5%
Nc1cccc(Oc2ccc([N+](=O)[O-])cc2)c1	26%	-1%	0.3%	-6%	1%
CC(C)(C)c1cc(NC(=O)c2ccco2)n(-c2ccccc2)n1	-2%	-3%	0.5%	-1%	0%
